SRC3 TRFRET art – TR-FRET artefact, counter-screen to PPARgamma/SRC-3 agonist assay; PPARgamma/SRC-3 format; active compounds read high; actives 0.39% (n = 99,000); TR-FRET ratio at 8 µM; in the data active = TR-FRET ratio above about 2000; note: inactives centre near 1600; reference of the scale not given here
SRC1 TRFRET art – counter-screen for PPARgamma SRC-1 recruitment agonists: TR-FRET artefact | TR-FRET detection artefact counter-screen, emission ratio; active compounds read high | AID 1051 | TR-FRET ratio at 8 µM | actives 0.34% (n = 99,000); in the data active = TR-FRET ratio above about 2300; note: inactives centre near 1800; reference of the scale not given here
* marks the source's active call; other numbers are inactive results. This is a subset; count on the stated rates, not on these rows.

Every second line gives: SRC3 TRFRET art	SRC1 TRFRET art
O=C(NC1CCCc2ccccc21)C(Cc1ccccc1)NS(=O)(=O)c1cccs1 (stereo not drawn)
 : 1393	1754
CN(C(=S)NC(=O)c1ccc(Br)o1)c1ccccc1
 : 1456	2077
O=C(Cc1ccccc1)NC(NC(=O)Cc1ccccc1)c1cccc([N+](=O)[O-])c1
 : 1597	1940
C/C(=N\NS(=O)(=O)c1ccccc1)c1ccc2c(c1)OCCO2
 : 1587	2015
Cn1nnnc1SCC(=O)C(C)(C)C
 : 1588	1832
O=C(N/N=C/c1ccc([N+](=O)[O-])o1)c1cn(-c2ccccc2)nc1-c1ccccc1
 : 1608	1853
CC1=CC2=NC(=O)/C(=C\c3cccn3CCOc3ccc(C)c(C)c3)C(=N)N2O1
 : 1641	1903
COc1ccc(/C=N/n2cnnc2)cc1Cn1nc(C)c([N+](=O)[O-])c1C
 : 1569	1673
CC1CCCCN1CCCNC(=O)c1cc(Br)c(Br)[nH]1 (stereo not drawn)
 : 1514	1776
CCOC(=O)N1CCN(C(=O)COc2cccc3c2CCN(Cc2ccccc2F)C3=O)CC1
 : 1698	1824
CCSc1nnc(NC(=O)CSc2nnc(CNC(=O)c3ccccc3F)o2)s1
 : 1692	1677
COc1ccc(-n2c(C)nc3cc(C(=O)NCc4ccc5c(c4)OCO5)ccc32)cc1
 : 1562	1854
C/C=C(/C(=C/C)c1ccc(O)cc1)c1ccc(O)cc1
 : 1616	1678
COc1ccc(NC(=O)CN(C)CC(=O)Nc2ccccc2SC)cc1Cl
 : 1482	1603
CCOC(=O)c1sc(NC(C)=O)cc1C
 : 1543	1639
Cc1ccc(C(=O)Cn2c(-c3ccccc3)noc2=O)cc1
 : 1689	2002
CC(=O)c1cc2c(cc1NC(=O)CSc1nc3ccc(C)cc3[nH]1)OCO2
 : 1375	1782
Cc1cc(C)c2c(NC(=S)NC(=O)c3ccccc3)n[nH]c2n1
 : 1436	1589
S=C(Nc1ccc2c(c1)OCO2)N1CCN(Cc2ccco2)CC1
 : 1684	1890
CCN(CC)C(=O)CCCC(=O)N(CC)CC
 : 1537	1796
COc1ccccc1N1CC(C(=O)Nc2ccc3c(c2)OCO3)CC1=O (stereo not drawn)
 : 1792	1726
Cn1c(=O)n(C)c2cc(S(=O)(=O)Nc3ccccc3)ccc21
 : 1701	1834
O=[N+]([O-])/C(N=Nc1ccccc1)=N\Nc1ccccc1
 : 1618	1695
COc1cc(/C=C/C(=O)N2CCN(c3n[nH]c(=O)[nH]c3=O)CC2)cc(OC)c1OC
 : 1397	1812
COC(=O)CS(=O)(=O)c1cccc2cccnc12
 : 1530	1896
CC12CCC(c3c1nc1ccccc1[n+]3[O-])C2(C)C (stereo not drawn)
 : 1615	1637
CCC(C(=O)OC)n1c(-c2ccccc2)nc2ccccc2c1=O (stereo not drawn)
 : 1557	1774
NC(=O)C1CCN(Cc2nc3c(Br)cc(Br)cc3c(=O)[nH]2)CC1
 : 1658	2052
c1ccc(Nc2scc(-c3ccccc3)[n+]2Cc2ccco2)cc1
 : 1503	1666
Cc1c(C(=O)NCC2CCCO2)oc2ccc(S(=O)(=O)N3CCCCC3)cc12 (stereo not drawn)
 : 1353	1673

In the list so far, these have two or more sulfur atoms:
Every second line gives: SRC3 TRFRET art	SRC1 TRFRET art
O=C(NC1CCCc2ccccc21)C(Cc1ccccc1)NS(=O)(=O)c1cccs1 (stereo not drawn)
 : 1393	1754
CCSc1nnc(NC(=O)CSc2nnc(CNC(=O)c3ccccc3F)o2)s1
 : 1692	1677

(continued)
Every second line gives: SRC3 TRFRET art	SRC1 TRFRET art
Fc1cccc2sc(Nc3nc4c(F)cccc4s3)nc12
 : 1402	1596
COc1ccc(NC(=O)C2CCCN2C(=O)NCc2ccccc2)cc1 (stereo not drawn)
 : 1425	1695
COc1ccc(OC(=O)CCN2C(=O)C3C4C=CC(C4)C3C2=O)cc1 (stereo not drawn)
 : 1472	1502
CCN1CCc2c(OCC(=O)N3CCC(C)CC3)cccc2C1=O
 : 1499	1719
COc1ccc(-c2cc(-c3cccs3)nc3sc(C#N)c(N)c23)cc1
 : 1531	1856
Cc1cc(C)nc(/N=C(\N)N2CCc3ccccc32)n1
 : 1547	1582
CCc1ccc(C2N3CC4([N+](=O)[O-])CN2CC([N+](=O)[O-])(C3)C4(C)C)cc1 (stereo not drawn)
 : 1777	2111
COCCNC(=S)N1CCOCC1
 : 1627	1504
Cc1cc(/C=C2\C(=N)N3N=C(C(C)C)SC3=NC2=O)c(C)n1-c1ccccc1
 : 1588	1500
COCCn1c(SCC(=O)c2c(-c3ccccc3)n(C)c3ccccc23)nnc1-c1ccncc1
 : 1735	1910
COc1ccc(CCNC(=O)CSc2ccc(-c3ccco3)nn2)cc1
 : 1372	1643
O=C(NC(=S)Nc1ccc(S(=O)(=O)Nc2nccs2)cc1)c1cccnc1
 : 1712	1704
CCN(CC)C(=O)CS(=O)CC(=O)Nc1cc(OCCOC)c(Cl)cc1Cl (stereo not drawn)
 : 1625	1736
Cc1ccc(Cl)cc1N1CCN(C(=O)CCC(=O)O)CC1
 : 1476	1994
CCc1ccc(OCCOCC(O)CNC2CCCC2)cc1 (stereo not drawn)
 : 1622	1782
CCOc1ccccc1C(=O)NCCCN1CCN(CCCNC(=O)c2ccccc2OCC)CC1
 : 1477	1813
CCn1nc(C(=O)Nc2ccc(S(=O)(=O)Nc3ncccn3)cc2)c2ccccc2c1=O
 : 1644	1999
CCOC(=O)N1CCN(C(=O)CSc2ccc3nnc(CCNC(=O)c4ccc(OC)cc4)n3n2)CC1
 : 1759	1897
COc1ccc(-n2c(Cc3cccn3C)nnc2SCC(=O)NCc2ccccc2Cl)cc1
 : 1545	1873
O=C(O)/C=C/C(=O)Nc1ccc(OC(F)(F)Cl)cc1
 : 1607	1433
O=C(NCc1ccc(Cl)cc1)NCc1ccc(Cl)cc1
 : 1398	1661
c1ccc(C2CCC3(CC2)Oc2ccccc2C2CC(c4cccnc4)=NN23)cc1 (stereo not drawn)
 : 1614	1750
COc1ccc2cc(/C=N/NC(=O)CN(c3ccccc3C)S(=O)(=O)c3ccccc3)c(Cl)nc2c1
 : 1511	1766
O=C(c1ccco1)N1CCN(C(=O)C2CCN(S(=O)(=O)c3cnc[nH]3)CC2)CC1
 : 1650	1583
C=CCn1cc(/C=N/NC(=O)COc2cccc3cccnc23)c2ccccc21
 : 1563	1689
CN(C)c1ccc(NC(=O)c2ccc(Cn3cc([N+](=O)[O-])cn3)cc2)cc1
 : 1652	2015
CCCCN(CCCC)S(=O)(=O)c1ccc(NC(=O)c2ccc([N+](=O)[O-])cc2Cl)cc1
 : 1530	1954
COc1ccc(C2CC(c3cccs3)=NN2C(=O)CSc2nnnn2C)cc1OC (stereo not drawn)
 : 1638	1447
CCC(c1nnc(SCC(=O)NCCc2ccc(OC)c(OC)c2)n1Cc1ccccc1)N(C)C (stereo not drawn)
 : 1734	1832
COCC(C)NC(=S)N1CCN(c2ccccc2Cl)CC1 (stereo not drawn)
 : 1635	1828
Cc1cnn(-c2nc(-c3cccs3)cc(C(F)(F)F)n2)c1
 : 1546	1681
COC(=O)c1cc(N2CCN(C)CC2)nc2ccccc12
 : 1535	1635
COc1cc(CNC2CCCC2)c(Br)cc1OC1CCCC1
 : 1618	1763
Cc1cc(C)n2nc(C(=O)OCCOc3ccc(Br)cc3)nc2n1
 : 1452	1762
COc1ccc(/C=N/NC(=O)c2ccc(Cl)cc2)cc1Cn1cc(Cl)cn1
 : 1548	1735
N#Cc1c(N)nc2c(c1-c1cccs1)CCCC2
 : 1725	2105
Cn1nc(-c2ccccc2)c(CO)c1Oc1ccc(F)cc1
 : 1582	1777
CCOC(=O)c1c(N)sc(C(=O)OC)c1C
 : 1686	1817
Cc1cc(C)nc(-n2nc(C)c(C3(O)C(=O)Nc4ccccc43)c2N)n1 (stereo not drawn)
 : 1476	1822
Cc1cnc(C(=O)Nc2nnc(SCc3c(Cl)cccc3Cl)s2)cn1
 : 1617	1775
CCOCc1nnc(NC(=O)c2cc(OC)cc(OC)c2)s1
 : 1220	1502
O=C(CSc1ncccn1)NCc1cccc(Cl)c1
 : 1572	1739
Cc1nc2c(C#N)cnn2c2c1CCN2CC1CCCO1 (stereo not drawn)
 : 1637	2043
Cc1onc(-c2ccccc2)c1C(=O)NCCN1CCOCC1
 : 1579	1997
NS(=O)(=O)c1ccc(CCNC(=O)Nc2ccc(Cl)cc2)cc1
 : 1593	1697
COC(=O)CN(c1ccccc1[N+](=O)[O-])S(=O)(=O)c1ccccc1
 : 1408	1898
CNCc1ccccc1Sc1cccc(O)c1
 : 1495	1754
O=C(Oc1c(CN2CCOCC2)cc(Cl)c2cccnc12)c1ccccc1
 : 1453	1817
O=C(CP(=O)(c1ccccc1)c1ccccc1)N1CCOCC1
 : 1613	1713
Cc1cc2cc(CCNC(=O)C(=O)c3c[nH]c4ccccc34)c(=O)[nH]c2cc1C
 : 1426	1299

Later entries.
Every second line gives: SRC3 TRFRET art	SRC1 TRFRET art
O=C(COc1ccc(Cl)cc1)NCc1ccncc1
 : 1613	1625
C=CCNC(=O)c1ccc(Cn2cc(C(F)(F)F)ccc2=O)cc1
 : 1533	1861
O=C(N/C(=C\c1cn(-c2ccccc2)nc1-c1ccccc1)C(=O)N1CCOCC1)c1ccccc1
 : 1616	1686
O=C(/C=C/c1ccc2c(c1)OCO2)c1ccc(F)cc1
 : 1826	1671
Oc1oc(-c2cccc3ccccc23)nc1/C=N/c1nccs1
 : 1713	1861
C=C(C)C1CC=C(C)/C(=N/NC(=O)CNc2ccc(C)cc2C)C1 (stereo not drawn)
 : 1527	1651
O=C(COc1cccnc1[N+](=O)[O-])Nc1ccc2c(c1)OCO2
 : 1512	1959
COc1cccc(C(=O)Nn2cnnc2)c1
 : 1447	1664
Cc1sc(N)nc1-c1ccccc1
 : 1766	2088
CC(=O)Nc1ccc(Nc2nc(C)c([N+](=O)[O-])c(Nc3ccccc3)n2)cc1
 : 1696	1707
Cc1ccc(-n2[nH]c(C)c(C=Nc3ccc(Br)cn3)c2=O)cc1
 : 1478	1725
N#Cc1ccc(OCC(O)CS(=O)(=O)c2ccc(F)cc2)cc1 (stereo not drawn)
 : 1753	1829
CCOC(=O)CN1C(=O)CCSc2ccc(Cl)cc21
 : 1517	1773
O=S(=O)(NCc1ccccn1)c1ccc(Cl)c(C(F)(F)F)c1
 : 1720	1803
Cc1noc(C)c1C(=O)Nc1ccc(F)cc1
 : 1588	1787
Cc1ccc(C(=O)c2no[n+]([O-])c2C(=O)c2ccc(C)cc2)cc1
 : 1626	1831
Cc1c(C(=O)Nc2ccc(S(=O)(=O)NCC3CCCO3)cc2)cccc1[N+](=O)[O-] (stereo not drawn)
 : 1593	1692
COc1ccc2c(c1)C1=NN(/C(C)=C/C(C)=O)C(c3ccc(F)cc3)C1CC2 (stereo not drawn)
 : 1520	1703
CS(=O)(=O)N(Cc1ccc(Cl)cc1)c1ccc(C(=O)NCC2CCCO2)cc1 (stereo not drawn)
 : 1343	1746
CC(C)c1onc(C(=O)N2CCN(Cc3ccccc3)CC2)c1[N+](=O)[O-]
 : 1454	1734

Five entries from above, arranged by length of the SMILES, largest number first.
Every second line gives: SRC3 TRFRET art	SRC1 TRFRET art
COc1ccc2c(c1)C1=NN(/C(C)=C/C(C)=O)C(c3ccc(F)cc3)C1CC2 (stereo not drawn)
 : 1520	1703
Cc1cc(C)nc(-n2nc(C)c(C3(O)C(=O)Nc4ccccc43)c2N)n1 (stereo not drawn)
 : 1476	1822
O=C(CP(=O)(c1ccccc1)c1ccccc1)N1CCOCC1
 : 1613	1713
Cc1nc2c(C#N)cnn2c2c1CCN2CC1CCCO1 (stereo not drawn)
 : 1637	2043
Cn1nnnc1SCC(=O)C(C)(C)C
 : 1588	1832

Further entries follow:
Every second line gives: SRC3 TRFRET art	SRC1 TRFRET art
N#C/C(=C\c1ccccc1[N+](=O)[O-])C(=O)NC1CCCCC1
 : 1519	1608
Cc1cccc(NC(=O)C2SC(=Nc3c(C)cccc3C)C(C(=O)N3CCOCC3)=C2N)c1 (stereo not drawn)
 : 1687	1744
Cc1ccc2nc(SC(C)C(=O)NCc3ccc4c(c3)OCO4)[nH]c2c1 (stereo not drawn)
 : 1687	2006
Cc1ccc(SCC(=O)NC(=O)NC(C)C)c(C)c1
 : 1423	1857
O=C(Nc1cccc(C(=O)O)c1)/C(=C\c1ccc2c(c1)OCO2)NC(=O)c1ccc(Br)cc1
 : 1499	2111
CCOC(=O)C1CCCN(Cc2c(C(=O)N3CCCCC3)nc3c(C)cccn23)C1 (stereo not drawn)
 : 1470	1799
O=C(Nc1nccs1)C1CCN(S(=O)(=O)c2ccc3c(c2)OCCCO3)CC1
 : 1426	1954
CN1CCN(C(=O)C2=C[C@H](c3coc4ccccc4c3=O)C[C@H](OCc3ccc(CO)cc3)O2)CC1
 : 1733	1682
COc1ccc(/C=N\N=C2/SC(CC(=O)O)C(=O)N2c2ccc(O)cc2)cc1OC (stereo not drawn)
 : 1492	2155
CCc1ccc2c(c1)C(c1ccc([N+](=O)[O-])cc1)=NNC(c1ccc(Br)cc1)=N2
 : 1365	1909
c1ccc2c(c1)nc(N1CCN(C3CCCCC3)CC1)c1nnnn12
 : 1647	1648
CC(C)OCCCNc1nc2c(-c3ccccc3)nnn2c2ccccc12
 : 1602	1837
O=C(Cc1c[nH]c2ccccc12)N1CCN(c2ccccc2)CC1
 : 1758	1791
O=C(Cc1ccsc1)NCC(c1ccco1)N1CCCCC1 (stereo not drawn)
 : 1483	1953
O=C(CNC(=O)c1ccc2c(c1)OCCO2)N/N=C/c1ccc(Cl)cc1
 : 1278	1711
CCCN1Cc2cccc(C(=O)NC(CC(=O)OCC)c3ccc(OC(C)C)cc3)c2C1=O (stereo not drawn)
 : 1712	1837
Cc1cc2ccccc2nc1SCC(=O)NC1CCCCC1
 : 1822	2024
Cc1ccc(NC(=O)COc2ccccc2C(=O)Nc2ccccc2)cc1Cl
 : 1677	1870
CC(C)N1CCN(Cc2ccc(C#CCCO)cc2)CC1CCO (stereo not drawn)
 : 1653	1634
OCC1(CCCc2ccccc2)CCN(C2CCSCC2)CC1
 : 1534	1763
CCC(=O)Nc1ccc(C(=O)NCc2ccccn2)cc1
 : 1611	1827

Assay outcomes as filed in PubChem BioAssay.
